Assay outcomes as filed in PubChem BioAssay.
KAT2A inh – blocks human GCN5L2 histone acetyltransferase; Q92830; GCN5L2 HAT assay, ThioGlo1 CoA-SH fluorescence; Potency, µM (series often up to 58.9 µM), for inactives: top-dose activity change, negative = inhibition, most hits filed as inhibitors; 0.21% of 390,000 active
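GCN5L2 (20nM final) in 50mM HEPES, 0.1mM EDTA pH 7.5, 0.01% Tween-20 was preincubated 15 min at room temperature with compound, then given ThioGlo1 (50uM), H3(1-25) peptide (75uM) and acetyl-CoA (70uM); CoA-thiol fluorescence (Ex340/Em540) was read at 0 and 20 min.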
N370S GC – inhibitors or activators of N370S glucocerebrosidase for Gaucher disease. P04062. 0.092% of 330,000 active. AID 2101. N370S GC spleen homogenate, 4MU-glucoside fluorescence. Potency, µM (highest dose often 59.4 µM), without a hit: at the top dose activity change, negative = inhibition, usual class: inhibitors;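 further: 0% = full enzyme activity and -100% = no enzyme basal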
FEN1 inh – blocks human flap endonuclease 1; Recombinant FEN1 flap cleavage, fluorescence, 15 min; Potency, µM (top dose mostly 114 µM), without a hit: at the top dose activity change, negative = inhibition, usual class: inhibitors; 0.35% of 390,000 active; P39748; further: nearly all actives have a fitted effect of over 65% in size
Target sequence (P39748 whole entry, looked up): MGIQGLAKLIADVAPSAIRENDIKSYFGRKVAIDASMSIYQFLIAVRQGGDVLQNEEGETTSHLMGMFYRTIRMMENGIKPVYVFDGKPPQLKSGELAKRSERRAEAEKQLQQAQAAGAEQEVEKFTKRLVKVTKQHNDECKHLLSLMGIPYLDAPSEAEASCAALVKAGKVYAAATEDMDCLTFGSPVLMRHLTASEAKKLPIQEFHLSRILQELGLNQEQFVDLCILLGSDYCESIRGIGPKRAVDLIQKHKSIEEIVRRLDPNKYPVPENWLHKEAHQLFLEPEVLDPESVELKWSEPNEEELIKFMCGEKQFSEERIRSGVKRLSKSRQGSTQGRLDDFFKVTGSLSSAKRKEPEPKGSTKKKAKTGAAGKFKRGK
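Enzyme 10 nM, 15 min RT preincubation with compound; start with substrate 50 nM final; reads at 0 and 15 min; qHTS titration, four-parameter Hill fit.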
An asterisk follows results filed as active; ? = inconclusive; . = no result given; & = joins results of further samples; [ ] = dose if it differs, or a comment. The call rests on the fitted dose curve; in most records, active means well fitted curve in the direction sought with a large enough effect; inconclusive means small, poorly fitted or top-dose-only effect, or another doubt; inactive means no such curve, though single readings can be large; an effect the other way counts as inactive or inconclusive. Unless noted, on the % scale 0 is the no-effect control and ±100 the full control effect; potency means the concentration at half of the fitted maximal effect.

SMILES	KAT2A inh	N370S GC	FEN1 inh
CC(=O)N1CCN(C(=O)CN2C(=O)NC(C)(c3ccc4ccccc4c3)C2=O)CC1 (stereo not drawn)	-4%	.	1%
Cc1ccc(CNC(=O)CCS(=O)(=O)c2cc3c(cc2C)NC(=O)CO3)cc1	-15%&-4%	0%	3%&28%
CCC(=O)Nc1ccc(NC(=O)CSc2nc3c(c(=O)n(C)c(=O)n3C)n2CC)cc1	1%	2%	1%
COc1ccc(C(=O)Nc2nc3n(n2)C(c2ccc(Cl)cc2)C=C(c2ccccc2)N3)cc1OC (stereo not drawn)	-10%	.	-3%
CC(=O)c1cccc(NC(=O)c2c(N3CCCC3=O)c3cc(F)ccc3n2C)c1	4%	.	1%
CC(C)(C)NNC(=S)Nc1cccc(F)c1	2%	-13%	1%
COc1ccc(N2CCN(C(=O)COC(=O)CSc3ccccc3)CC2)cc1	-6%	-2%	9%
O=C1CN(S(=O)(=O)c2ccc(F)cc2)CC(=O)N1CCc1ccccc1	-4%	6%	.
O=C(Nc1nnc(CC(c2ccccc2)c2ccccc2)s1)c1ccco1	2%	6%	3%
O=C(O)Cc1ccc(C(=O)c2ccc(Cl)cc2Cl)s1	-9%	4%	10%
CCOc1ccccc1/C=N/n1nnnc1N	-22%	-9%	2%
Cc1nc(SCC(=O)NCC2CCCO2)nc(C)c1C (stereo not drawn)	3%	.	22%
O=S(=O)(c1cccs1)N1CCN(Cc2cccc(F)c2)CC1	?	-14%	11%
COC(=O)C1CCN(C(=O)CSc2ccccc2)CC1	3%	-1%	1%
O=C(NCc1ccco1)c1cccnc1-c1nc2ccccc2s1	-6%	24%	-11%
O=C(NCCCN1CCCCCC1)c1ccc(N2CCCC2=O)cc1	-1%	12%	5%
Cc1cc(NS(=O)(=O)c2ccc(NC(=O)c3ccccc3C)cc2)nc(C)n1	-4%	.	-1%
CC(C)Oc1ccc(C(=O)N(Cc2ccc(N(C)C)cc2)C2CCS(=O)(=O)C2)cc1 (stereo not drawn)	1%	.	6%
O=c1c(-c2nc3ccccc3s2)cccn1Cc1ccc(Cl)cc1	-20%	6%	-12%
CC(=O)Nc1c(C)nn(-c2ccccc2)c1N1CCC(C(=O)Nc2ccc(Cl)cc2C)CC1	-2%	.	16%
CCn1c(SCC(=O)c2ccccc2)nc2ccccc2c1=O	-6%	26%	-14%
CCc1ccc(NC(=S)N2CCC(NC(=O)c3ccccc3)CC2)cc1	-1%	2%	16%
COc1cc(S(=O)(=O)N2CCN=C2c2ccccc2)ccc1F	2%	-20%	5%
N#Cc1c(NC(=O)CSCC(=O)O)sc2c1CCCC2	-5%	3%[2.35 µM]	1%
Cc1c(NC(=O)CSc2nc3ccccc3n2C)c(=O)n(-c2ccccc2)n1C	-3%	-9%	-12%
CCOC(=O)C1=C(C)N(CCCC(=O)O)C(=O)NC1c1ccccc1OS(=O)(=O)c1ccc(C)cc1 (stereo not drawn)	-6%	18%	-4%
O=[N+]([O-])c1ccc(N2CCN(C(=S)NCc3ccc(Cl)cc3)CC2)cc1	-5%	-2%	13%
CC(C)C(=O)NNC(=O)c1c(O)c2ccccc2[nH]c1=O	-4%	1%	21%
O=S(=O)(Nc1cccc(C(F)(F)F)c1)c1ccc(NS(=O)(=O)c2ccc3c(c2)OCCO3)cc1	-11%	.	-23%
CC(C)c1ccc(NC(=O)c2ccc(Cn3nc(N4CCN(c5ccccc5)CC4)ccc3=O)o2)cc1	0%	.	-20%
O=C(NCCCN1CCOCC1)C1(c2ccccc2)CCCC1	-1%	17%	-1%
O=C(Nc1ccccc1)Nc1ccc(C(=O)N2CCOCC2)cc1	-9%	10%	-7%
COc1ccc(C)cc1NC(=O)c1ccc(CN2CCN(c3ccccc3)CC2)cc1	-4%	-10%	-4%
COc1ccc(S(=O)(=O)N2CCOCC2)cc1NC(=O)CSc1nnc(NC2CC2)s1	-4%	.	8%
O=C(CCNC(=O)c1ccc([N+](=O)[O-])cc1)NCCc1ccccc1	-1%	-6%	9%
CCC1(C)N=c2c(c(=O)n(C)c(=O)n2C)=NO1 (stereo not drawn)	-1%	4%	-5%
CCCN(CCC)CCCn1c(=O)[nH]c2ccccc21	-7%	-13%	15%
O=C(O)c1ccc2c(c1)C(=O)N([C@H](Cc1ccc(C(F)(F)F)cc1)C(=O)O)C2=O	-3%	-3%	.
CN(C)C(=O)c1ccc(NC(=O)c2sccc2-c2ccccc2)cc1	-1%	-5%	1%
COc1ccc(C(=O)CN2C(=O)c3ccccc3C2=O)cc1	1%	5%	-1%
CC(OC(=O)c1ccc(S(=O)(=O)NCc2ccco2)cc1)C(=O)Nc1ccc(Cl)cn1 (stereo not drawn)	-19%	4%	-6%
COCCCn1c(=O)c2ccccc2n(CC(=O)NC2CCCC2)c1=O	0%	2%	-2%
OCCN1CCN(CCSc2ccccc2)CC1	-1%	-8%	-5%
CC(=O)Nc1cccc(NC(=O)Cc2nc(-c3ccccc3)sc2-c2ccc(C)cc2)c1	-5%	8%	-8%
CCN(CC)CC(O)c1cccn1-c1ccc(CNC(=O)NC(C)C)cc1 (stereo not drawn)	-7%	5%	7%
CNS(=O)(=O)c1cccc(C(=O)OCC(=O)c2cc3ccccc3o2)c1	-2%	-4%	1%
CC(C)CN(CC(C)C)S(=O)(=O)N1CCC(C(=O)NCc2cccs2)CC1	0%	-17%	-2%
Cc1cc(Cl)ccc1Oc1ncc(-c2ccc(Cl)cc2)cn1	-2%	9%	0%
COc1cccc(-n2nnnc2SCC(=O)Nc2ccc(NC(C)=O)cc2)c1	-3%	-8%	-1%
Cc1cc(C)n(-c2nnc(Nc3ccc(C)c(Cl)c3)c3ccccc23)n1	-19%	.	?
Carrying on:
SMILES	KAT2A inh	N370S GC	FEN1 inh
O=C(Nc1ccc2nc(SCCOc3ccccc3)sc2c1)c1ccccc1F	1%	.	-3%
Cc1cc(C)cc(OCc2nnc(SCC(=O)N3CCN(c4ccccc4)CC3)o2)c1	-2%	?	1%
O=c1[nH]c(=O)c2cn[nH]c2[nH]1	0%	-1%	-4%
CCCC(=O)Nc1cccc(-c2nc3ncccc3o2)c1	-3%	.	10%
COc1ccc(N=C2C(=Nc3ccc(OC)cc3)N(c3ccc(OC)cc3)C(=S)N2C(=O)c2ccc(OC)cc2)cc1	-10%	-1%	-11%
O=C(Nc1ccccc1N1CCCCC1)c1ccccc1F	-2%	-4%	-17%
O=[N+]([O-])c1cc(-c2ncccn2)cs1	-3%	-5%	-1%
O=C(Nc1nnc(S(=O)(=O)N2CCCCCC2)s1)c1ccc(Br)cc1	-5%&-6%	-8%	12%&-5%
Cc1onc(-c2c(Cl)cccc2Cl)c1C(=O)c1ccc(F)cc1	-6%	13%	-16%
O=c1cc(NCCc2ccccc2)c2ccccc2o1	-9%	12%	-6%
O=S(=O)(c1ccc2nc(Cc3cccc(C(F)(F)F)c3)[nH]c2c1)N1CCOCC1	?	-6%	-13%
Cc1ccc([N+](=O)[O-])cc1NC(=O)CN(C(=O)c1ccccc1Cl)C1CCCCC1	-17%	4%	-13%
O=[N+]([O-])c1ccc2c(c1)C=C1CCCCC1(N1CCCC1)O2 (stereo not drawn)	1%	1%	2%
CC1CCN(C(=O)COC(=O)Cc2ccc(Br)cc2)CC1	-7%	-1%	4%
Cc1ccc(N2C(=O)/C(=C\c3ccco3)SC2=S)cc1	?	6%	-1%
O=C(O)c1cccc(Nc2nc(-c3cc4ccccc4oc3=O)cs2)c1	-28%	-4%	?
COCCn1c(SCC(=O)N2CCCc3ccccc32)nnc1-c1ccoc1C	5%	4%	-4%
CCOC(=O)C1=C(c2ccccc2)N=c2s/c(=C\c3ccc(O)cc3)c(=O)n2C1c1cccs1 (stereo not drawn)	-16%	-19%	?
CCCOC(=O)C1=C(C)NC2=C(C(=O)C(C(=O)OC)C(C)C2)C1c1ccc(N(CC)CC)cc1 (stereo not drawn)	-14%	-18%	13%
CC(=O)Nc1ccc(-c2nc(C)c(C(C)=O)n2O)cc1	-11%	-4%	5%

Arranged by molecular weight (smallest number first): 13 of the compounds above.
SMILES	KAT2A inh	N370S GC	FEN1 inh
CCOc1ccccc1/C=N/n1nnnc1N	-22%	-9%	2%
CC(=O)Nc1ccc(-c2nc(C)c(C(C)=O)n2O)cc1	-11%	-4%	5%
COc1ccc(C(=O)CN2C(=O)c3ccccc3C2=O)cc1	1%	5%	-1%
N#Cc1c(NC(=O)CSCC(=O)O)sc2c1CCCC2	-5%	3%[2.35 µM]	1%
COc1cc(S(=O)(=O)N2CCN=C2c2ccccc2)ccc1F	2%	-20%	5%
O=C(NCCCN1CCCCCC1)c1ccc(N2CCCC2=O)cc1	-1%	12%	5%
O=c1c(-c2nc3ccccc3s2)cccn1Cc1ccc(Cl)cc1	-20%	6%	-12%
CCc1ccc(NC(=S)N2CCC(NC(=O)c3ccccc3)CC2)cc1	-1%	2%	16%
O=C(O)c1ccc2c(c1)C(=O)N([C@H](Cc1ccc(C(F)(F)F)cc1)C(=O)O)C2=O	-3%	-3%	.
CC(=O)Nc1cccc(NC(=O)Cc2nc(-c3ccccc3)sc2-c2ccc(C)cc2)c1	-5%	8%	-8%
CC(OC(=O)c1ccc(S(=O)(=O)NCc2ccco2)cc1)C(=O)Nc1ccc(Cl)cn1 (stereo not drawn)	-19%	4%	-6%
CCOC(=O)C1=C(C)N(CCCC(=O)O)C(=O)NC1c1ccccc1OS(=O)(=O)c1ccc(C)cc1 (stereo not drawn)	-6%	18%	-4%
COc1ccc(N=C2C(=Nc3ccc(OC)cc3)N(c3ccc(OC)cc3)C(=S)N2C(=O)c2ccc(OC)cc2)cc1	-10%	-1%	-11%

The list continues.
SMILES	KAT2A inh	N370S GC	FEN1 inh
O=C(NCC(c1ccc2c(c1)OCO2)N1CCN(c2ccccc2F)CC1)c1ccccc1F (stereo not drawn)	-7%	.	3%
COc1cccc(NC(=O)CN(C)C(=O)CC2CCCCC2)c1	-3%	-5%	4%
Cc1ccc(NC(=O)C(=O)NCC(c2cccnc2)N2CCN(C)CC2)cc1F (stereo not drawn)	1%	.	3%
NC(N)=N/N=C/c1ccccc1OC(F)F	0%	-11%	1%
Cc1cc(C)c(/C=N/NC(N)=O)c(C)c1/C=N/NC(N)=O	3%	1%	-8%
Cc1sc2ncnc(N(C)Cc3cccs3)c2c1C	-2%	.	-6%
CCC(=O)N1c2ccccc2CC1C(=O)NCCCN1CCN(c2ccccc2)CC1 (stereo not drawn)	4%	.	12%
Cc1ccc(S(=O)(=O)NC(=O)c2ccccc2)cc1C(C)C	-3%	8%	-14%
O=C(Nc1ccccc1N1CCN(C(=O)c2ccccc2)CC1)c1ccco1	-7%	-5%	-11%
COc1ccc2[nH]c(-c3ccccc3)cc(=O)c2c1	13%[88.6 µM]	4%[89.1 µM]	.
COc1ccc2oc(=O)cc(CN3CCN(c4ccc(F)cc4)CC3)c2c1	-4%	.	-18%
O=S(=O)(c1ccccc1)c1nc(-c2ccc(Cl)cc2Cl)oc1N1CCCCC1	-16%	.	-12%
O=C(Nc1ccccc1)c1ccncc1	.	-11%	-4%
CCc1ccc(NC(=O)C(=O)NCCN2CCN(S(=O)(=O)c3ccccc3)CC2)cc1	-2%	-1%	-4%
Brc1ccc(C2=N[C@@H](Cc3ccccc3)CO2)cc1	?	12%[89.1 µM]	.
N#CC(C(=O)OC1CCCCC1)c1nc2ccccc2nc1N1CCOCC1 (stereo not drawn)	24%	4%	-7%
COc1ncc2nc(-c3cccs3)c(=O)n(-c3ccccc3)c2n1	40µM*	?	.
COc1ccccc1C(=O)OCc1c(-c2ccccc2)ncc2ccccc12	-21%	.	-6%
CCCCn1c(SCC(=O)Nc2cc(C)on2)nnc1-c1cccs1	-8%	-6%	1%
COc1ccc(NC(=O)Nc2cc(NC(=O)Nc3ccc(OC)cc3)c(C)nc2C)cc1	-3%	2%	-9%
Cc1cc(C(=O)Cn2nnc3ccccc3c2=O)c(C)n1-c1ccccc1F	-1%	0%	-5%
CCOc1ccc(-c2cnc(NCc3ccc(C(F)(F)F)cc3)n2C)cc1	-12%	.	?
CCCn1c(C)cc(/C=C(\C#N)C(=O)OCC(=O)Nc2cccc(S(N)(=O)=O)c2)c1C	-7%	.	-10%
COc1ccc2nc3sc(C(=O)Nc4ccccc4F)cc3cc2c1	-9%	.	-9%
NS(=O)(=O)c1cccc(NC(=S)NCc2ccccc2)c1	-4%	-1%	-19%
CCOc1ccc(CNC(=O)Cn2c(=O)c3cccn3c3cccnc32)cc1	-3%	.	-15%
CNC(=O)CCSc1ccc(C)cc1	-9%	-2%	1%
O=C1CCCN1CCCNC(=S)Nc1ccc(Br)cc1Cl	3%	-7%	-2%
Cc1cnc(C(=O)OC(C)C(=O)Nc2cccc3ccccc23)cn1 (stereo not drawn)	-5%	0%	0%
Cc1ccc2nc(SCC(=O)NC3CCCC3)[nH]c2c1	-2%	3%	-3%
CC1=CC(=O)C(C(C)C)=C/C1=N/OS(=O)(=O)c1ccccc1	-18%	13%	-9%
COC(=O)c1ccc(-c2noc(CN(C)Cc3ccncc3C)n2)cc1	0%	-1%	12%
O=C(CSc1nnc(-c2c[nH]c3ccccc23)n1CC1CCCO1)Nc1ccc2c(c1)OCCO2 (stereo not drawn)	-1%	?	5%
Clc1ccc(-c2noc(CSc3nnc(-c4ccncc4)n3-c3ccccc3)n2)cc1	-21%	27%	-18%
